Bioassay records from PubChem BioAssay.
tuberculosis growth: growth inhibition of non-replicating M. tuberculosis (AID 488890). inhibition, % at 25 µM; hits with a dose series show IC50 in µM. Mycobacterium tuberculosis non-replicating, growth inhibition; higher % means a stronger effect. 320,000 tested, 0.39% active; in the data active means a potency from the dose series; inconclusive means inhibition mostly from about 82% at the one dose, without a potency; inactive means the rest, 99 in 100 with inhibition below about 76%;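 further: plate controls were DMSO cells for no effect and high antibiotic wells for full effect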
H37Rv inhibition: M. tuberculosis growth inhibition, HTS (AID 449762); M. tuberculosis H37Rv growth inhibition, 7H9 media; higher % means a stronger effect; one-dose inhibition, % at 25 µM; IC50 in µM for titrated hits; 330,000 tested, 0.59% active; in the data active means a potency from the dose series; inconclusive means inhibition above about 70% without an active follow-up result;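 further: bacterial growth assessed after seven days of incubation; strong numbers were not always called active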
inhibitors of VEEV: inhibitors of VEEV TC-83 cytopathic effect, confirmation, Vero cells (AID 588727) | Vero cells, VEEV TC-83 cytopathic effect inhibition; higher % means a stronger effect | one-dose inhibition, % at 20 µM; IC50 in µM for titrated hits | 350,000 tested, 0.13% active; in the data active means a potency from the dose series; inconclusive means inhibition mostly from about 14% at the one dose, without a potency; inactive means the rest, 99 in 100 with inhibition below about 12%; further: strong numbers were not always called active
PhoP GFP inhibition: PhoP regulon inhibitors, Salmonella typhi PhoP promoter GFP reporter, confirmatory (AID 1850) | inhibition, % at 50 µM, or IC50 in µM where a hit was titrated | 310,000 tested, 0.33% active | Salmonella Typhi PhoP-promoter GFP reporter, fluorescence, 4 h; higher % means a stronger effect; in the data active means a potency from the dose series; inconclusive means inhibition mostly from about 25% at the one dose, without a potency; inactive means the rest, 99 in 100 with inhibition below about 19%;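 further: 0% = induced wells with vehicle and 100% = uninduced wells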
H1N1 NS1A inhibition: H1N1 influenza NS1A inhibitors, functional cell based assay (AID 504329); NS1A functional cell-based assay, percent inhibition; higher % means a stronger effect; one-dose inhibition, % at 12.5 µM; IC50 in µM for titrated hits; 340,000 tested, 0.3% active; in the data active means a potency from the dose series; inconclusive means inhibition above about 27% without an active follow-up result; further: strong numbers were not always called active
inhibitors of VEEV 10K pilot screen: further read-out of inhibitors of VEEV, marked with its call; inhibition, %; measured here: 10K pilot screen inhibition
* marks the source's active call; other numbers are inactive results; i = inactive; ? = inconclusive; . = not tested or not shown.

SMILES | tuberculosis growth | H37Rv inhibition | inhibitors of VEEV | PhoP GFP inhibition | H1N1 NS1A inhibition | others
Oc1ccc(-c2csc(Nc3ncccn3)n2)cc1O | . | . | 6.4% | . | 14% | inhibitors of VEEV 10K pilot screen=2.0
COc1ccc(Nc2nnc(Cc3ccc(Cl)cc3)c(=O)[nH]2)c(OC)c1 | 14% | -3% | 2.0% | -5% | 0%
O=C(NCc1ccccc1)NC1(C(=O)N2CCN(c3ccccc3)CC2)CCCCC1 | 5% | -11% | i | -3% | 6%
COc1ccc(CCNC(=O)CN2C(=O)COc3ccc(S(=O)(=O)N4CCCC4)cc32)cc1OC | 2% | -7% | 1.4% | -4% | -3%
CC(C)CCN(C(=O)CCCSc1nc2ccccc2[nH]1)c1c(N)n(Cc2ccccc2)c(=O)[nH]c1=O | 30% | 4% | 3.0% | 7% | 8%
CCOC(=O)C(=CNc1ccccc1C)C(=O)OCC | 0% | ? | i | 8% | -4%
CC(C)CC(=O)Nc1ccnc(-c2ccncc2)n1 | -5% | -3% | 2.0% | -8% | -11%
COc1ccc(-c2cc(C(=O)NC3CCCC3)c3ccccc3n2)cc1 | 15% | 12% | 3.2% | -20% | -5%
COc1ccc(OCc2nnnn2-c2ccccc2)cc1 | -7% | -1% | i | 6% | 2%
CC(C(=O)O)n1ncc2ccccc2c1=O (stereo not given) | 2% | 0% | i | 3% | 7%

6 structures out of the list, arranged by formula weight, smallest number first.
SMILES | tuberculosis growth | H37Rv inhibition | inhibitors of VEEV | PhoP GFP inhibition | H1N1 NS1A inhibition | others
CC(C)CC(=O)Nc1ccnc(-c2ccncc2)n1 | -5% | -3% | 2.0% | -8% | -11%
COc1ccc(OCc2nnnn2-c2ccccc2)cc1 | -7% | -1% | i | 6% | 2%
Oc1ccc(-c2csc(Nc3ncccn3)n2)cc1O | . | . | 6.4% | . | 14% | inhibitors of VEEV 10K pilot screen=2.0
COc1ccc(-c2cc(C(=O)NC3CCCC3)c3ccccc3n2)cc1 | 15% | 12% | 3.2% | -20% | -5%
O=C(NCc1ccccc1)NC1(C(=O)N2CCN(c3ccccc3)CC2)CCCCC1 | 5% | -11% | i | -3% | 6%
CC(C)CCN(C(=O)CCCSc1nc2ccccc2[nH]1)c1c(N)n(Cc2ccccc2)c(=O)[nH]c1=O | 30% | 4% | 3.0% | 7% | 8%

Next part.
SMILES | tuberculosis growth | H37Rv inhibition | inhibitors of VEEV | PhoP GFP inhibition | H1N1 NS1A inhibition | others
CCn1ncc([C@@H]2C[C@H]3CN(Cc4cccc(Cl)c4)C(=O)[C@]34CCCN24)c1C | 16% | -5% | 1.0% | 1% | .
CCOC(=O)c1c(C)oc2c1c(CN1CCN(C(=O)OCC)CC1)c(O)c1ccccc12 | 9% | 3% | 0.1% | 0% | -1%
COC(=O)C1=C(C)N(C2CCCC2)C(=O)C1(NC(C)=O)C(F)(F)F (stereo not given) | -2% | -1% | 0.8% | 28% | -7%
O=C1CCCC2=C1C(c1ccccc1O)C1=C(CCCC1=O)O2 | -2% | 8% | 2.7% | -5% | 11%
Cc1ccc(NC(=O)C(OC(=O)c2cc(C)oc2C)c2ccccc2)cc1 (stereo not given) | -3% | -6% | 0.8% | -4% | -13%
COc1ccc(CN2C(=O)c3ccccc3C2C(=O)NCCc2ccccc2)c(OC)c1 (stereo not given) | 8% | -4% | i | -1% | 11%
CCN1CCN(C(=O)c2ccc(Cl)c(S(=O)(=O)N(C)c3ccccc3)c2)CC1 | 11% | -13% | i | . | -3%
Cc1ccc(S(=O)(=O)N2CCOCC2)s1 | -15% | 5% | 0.8% | -9% | -7%
CCN(CC)S(=O)(=O)c1cccc(NC(=O)COC(=O)c2cc(C)oc2C)c1 | -4% | -1% | 1.4% | 14% | 16%
CCS(=O)(=O)C1=NN2C(=N)/C(=C\c3ccc(OC(=O)c4ccco4)cc3)C(=O)N=C2S1 | ? | ? | 4.5% | 8% | 7%
O=C(Cn1c(NCCO)nc2ccccc21)c1ccco1 | -2% | 2% | 0.4% | -6% | 1%
CC(C)n1c(-c2ccc(N(C)C)cc2)nc2ccccc21 | 52% | 45% | 8.4% | 5% | 11%
O=C(O/N=C\c1ccc(N2CCOCC2)c([N+](=O)[O-])c1)c1ccccc1Cl | ? | ? | 3.3% | -8% | -1%
O=C(CCC(=O)c1cccs1)NNC(=O)c1cccc(Cl)c1 | 42% | ? | 1.3% | -4% | -1%
CCS(=O)(=O)N1CCC(C(=O)NCCCN2CCC(Cc3ccccc3)CC2)CC1 | 10% | 6% | 0.6% | 15% | -4%
C=CCN(CC=C)C(=O)CCN1CC1C (stereo not given) | . | . | 0.3% | . | 0%
COC(=O)c1ccccc1NC(=O)Cn1cc(Br)cn1 | 1% | -6% | i | 4% | 2%
COc1ccc(N2C(=O)CC(NNc3ncc(Cl)cc3Cl)C2=O)cc1 (stereo not given) | 27% | 1% | i | -1% | 16%
O=c1cc(N2CCC3(CC2)OCCO3)[nH]c(=O)n1-c1ccc(Br)cc1 | . | . | 0.1% | . | -8%
CN(/N=C/c1ccccc1O)C(=S)c1ccccc1 | 47% | 12% | 2.3% | 2% | 9%
CN(C)C(=S)SCC(=O)Nc1cccc(C(F)(F)F)c1 | -2% | 11% | 0.4% | -1% | -5%
O=C1NC(=O)/C(=C\c2ccc(Cl)cc2Cl)N1 | . | . | 0.3% | . | -3%
COc1ccc(C2C(C#N)=C(N)N(c3ncn[nH]3)C3=C2C(=O)CCC3)cc1 (stereo not given) | -7% | 2% | 0.1% | 1% | 0%
CCN(CC)CCn1c2ccccc2c2nc(C)sc21 | 5% | 0% | 2.0% | 1% | 6%
C=CCOc1ccc(/C=N/NC(=O)CN2CCOCC2)cc1OCC | -5% | 2% | 0.1% | -6% | .
Cc1cc(C)nc(/N=C(\N)Nc2cccc(OCc3ccccc3)c2)n1 | ? | ? | 7.8% | -14% | -16%
Cc1ccc(C(=O)NCC(c2ccco2)N2CCc3ccccc3C2)cc1 (stereo not given) | 7% | 30% | 8.1% | 9% | -11%
O=c1ccn(Cc2ccccc2)c(SCc2ccccc2)n1 | . | . | i | . | -3%
C=C1CCC[C@]2(C)C[C@H]3OC(=O)C(CNCC(C)C)[C@H]3CC12 (stereo not given in full) | -9% | -1% | i | 0% | -6%
O=C(Cn1c(NCCO)nc2ccccc21)NCCc1ccc(F)cc1 | 0% | -1% | 0.2% | -2% | -9%
CCOC1=C(C#N)CC2(CC1)c1ccccc1-c1ccccc12 | . | . | 10% | . | -5%
FC(F)(F)c1cccnc1Oc1ccc(C2=NCCS2)cc1 | 8% | -1% | 6.3% | 7% | -20%
O=C(CSc1nnc(CNC(=O)c2cccc(C(F)(F)F)c2)o1)NCC1CCCO1 (stereo not given) | 18% | -10% | i | -8% | -6%
Cc1nn(-c2ccccc2)c2nc3c(cc12)C(=O)CCC3 | -12% | -16% | 1.1% | 10% | -8%
O=S(=O)(Cc1nnnn1-c1ccccc1)c1ccc(Cl)cc1 | -14% | -3% | 2.4% | -14% | -10%
CSc1nc(C=Nc2ccccc2Cl)c(O)n1Cc1cccc(Cl)c1 | 6% | 7% | 1.1% | 0% | 1%
O=C(C1CCOCC1)N1CCCC(N2CCN(c3ccc(F)cc3)CC2)C1 (stereo not given) | -1% | 8% | 0.6% | -21% | 13%
Cc1ccc(Cn2c(O)c(N=NC(=S)Nc3ccccc3F)c3cc(S(=O)(=O)N4CCOCC4)ccc32)cc1 | . | . | 1.7% | . | -2%
Cn1c(N)c(C(=O)COC(=O)COc2cccc(Br)c2)c(=O)n(C)c1=O | 52% | 45% | 3.0% | . | -4%
CCN(C(=O)COC(=O)c1cc2ccccc2cc1O)C1CCS(=O)(=O)C1 (stereo not given) | . | 1% | i | 2% | -1%
COc1ccc(C(=O)NCc2cccnc2)cc1S(=O)(=O)N1CCOCC1 | -1% | 5% | 1.3% | 6% | -8%
CCOc1ccc(C(=O)NCCN2CCOCC2)cc1 | 4% | 4% | i | 6% | -1%
Cc1ccc(CNCCCn2cnc(C(=O)Nc3ccc(C)c(C)c3)n2)o1 | . | . | i | . | -8%
Cc1ccc(N2C(=O)c3oc4ccccc4c(=O)c3C2c2cccc(O)c2)nc1 (stereo not given) | 4% | -1% | 9.6% | 23% | 3%
CC1CCN(CCNC(=O)c2ccc3c(=O)n(Cc4ccc(Cl)cc4)c(=S)[nH]c3c2)CC1 | 79% | 67% | i | 4% | 1%
Cc1ccc(OCCCNC2CCCC2)cc1 | 3% | -1% | 0.1% | 3% | 1%
Cc1ccc(CNC(=O)CCNC(=O)Cn2ccc3ccccc3c2=O)cc1 | -5% | -1% | 1.7% | -5% | -2%
CS(=O)(=O)Nc1ccc(C(=O)Nc2ccc3ccccc3c2)cc1 | 15% | -4% | 1.4% | -4% | 1%
CCOc1ccc(C(C(=O)NC2CCCCC2)N(C(=O)c2ccccn2)c2cccnc2)cc1 (stereo not given) | 2% | -2% | 0.5% | 3% | -4%
Cc1c(NC(C)C)c(=O)n(-c2ccccc2)n1C | -6% | 1% | i | -6% | -3%
Next records follow:
SMILES | tuberculosis growth | H37Rv inhibition | inhibitors of VEEV | PhoP GFP inhibition | H1N1 NS1A inhibition | others
ClCC1CSC(=NC23CC4CC(CC(C4)C2)C3)O1 (stereo not given) | 16% | 6% | 0.3% | -5% | -6%
CCOc1ccccc1NC(=O)N1CCCc2ccccc21 | 34% | 1% | 3.2% | 1% | -11%
CCOc1ccc(NC(=O)c2cc(Cl)nc3ccccc23)cc1 | -18% | 5% | 1.2% | -15% | 1%
C=CCNCCCCOc1ccc(OCc2ccccc2)cc1 | 72% | 3% | 80% | 2% | 7%
O=C1CC(C(=O)Nc2ccc(C(=O)O)cc2)C(c2ccccc2)O1 (stereo not given) | 6% | -4% | 1.9% | 0% | 7%
O=C(CSc1nc2ccccc2n1CC(=O)N1CCCC1)Nc1nccs1 | -19% | -10% | 0.2% | -1% | 1%
O=C(NCc1ccccc1OC(F)(F)F)C1CCC(=O)N(Cc2ccccn2)C1 (stereo not given) | 11% | -3% | 0.2% | 3% | -13%
Cc1c(NC(=O)c2cc3ccccc3oc2=O)c(=O)n(-c2ccccc2)n1C | -11% | -8% | 0.3% | -11% | 4%
COc1ccccc1-c1c(C(F)(F)F)oc2cc(OC(=O)c3cccc([N+](=O)[O-])c3C)ccc2c1=O | 18% | -17% | 0.6% | 1% | 0%
CC(=O)Nc1nc(C)c(Cc2ccccc2)c(=O)[nH]1 | -17% | -4% | 2.0% | -8% | -1%
CCn1c(=O)cc(SCC(=O)N2CCN(C(=O)c3ccco3)CC2)c2ccccc21 | -15% | -2% | 2.4% | 6% | 4%
CCN(CC)C(=O)CSc1ncnc2c(-c3ccc(OC)cc3)nsc12 | -4% | -8% | . | 1% | .
N/C(=N\OC(=O)C1CCCCC1)c1ccc(Cl)cc1 | 46% | -9% | 6.6% | -12% | -9%
Cc1ccc(C)c(NC(=O)C(C)CC2COCCO2)c1 (stereo not given) | 1% | -5% | 6.2% | -14% | -6%
CCCCCn1c(S(=O)(=O)O)nc2ccccc21 | -4% | -5% | 1.5% | -4% | -10%
COc1ccc(-n2nc(C(=O)NCC(=O)Nc3ccccn3)c3ccccc3c2=O)cc1 | -6% | -2% | 3.9% | 8% | -9%
O=C1N[C@@H](Cc2ccccc2)C(=O)N2[C@H]3Nc4ccccc4[C@@]3([C@]34C[C@H]5C(=O)N[C@@H](Cc6ccccc6)C(=O)N5[C@H]3Nc3ccccc34)C[C@@H]12 | 79% | 79µM* | . | -8% | .
OC(CN1CCN(Cc2ccccc2)CC1)Cn1c2ccccc2c2ccccc21 (stereo not given) | 80% | ? | i | 5% | 7%
O=C(c1ccco1)N1CCN(C(=S)Nc2ccc(F)cc2)CC1 | 14% | 4% | 1.6% | -7% | -5%
CCCCn1c(CCc2ccccc2)nc2cc3[nH]c(=O)c(C(C)C)nc3cc21 | 51% | ? | 7.4% | -6% | 2%
Cc1c(Cl)cccc1NS(=O)(=O)c1ccc2c(c1)C1C=CCC1C(c1ccc(C(=O)O)cc1)N2 (stereo not given) | -2% | 4% | 3.2% | 4% | 82µM*
Cc1ccc2c(C(=O)CN3CCC(C(N)=O)CC3)c(C)[nH]c2c1 | 16% | -3% | 1.1% | 3% | -3%
CCCc1ccc(OCc2ccc(C(=O)N3CCCC3)o2)cc1 | 79% | 5% | i | 5% | 3%
CC(=O)c1cnc2nc(C)nn2c1C | 6% | -19% | 2.8% | -1% | -1%
CCOc1ccccc1Nc1nnc(SCC(=O)Nc2cc(C)on2)s1 | . | . | 1.6% | 0% | 0%
